N-glyco inh: increase of ERlucT glycosylation luciferase signal, primary screen, N-linked glycosylation inhibitor project, D54 ERlucT cells, luminescence, set 2; D54 ERlucT glycosylation luciferase reporter, 24 h; percent of 100 nM tunicamycin response; reporter increase, % at 12.5 µM; actives 0.23% (n = 360,000);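 active = mean luciferase reporter signal, scaled so untreated is 0 and the glycosylation-blocking control 100, at or above a set limit in every replicate; inconclusive = mean reaches the limit but not every replicate does; inactive = mean below the limit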;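 note: luciferase carries N-glycosylation sites so blocking glycosylation raises the light; 0% = median of neutral control wells and 100% = median of 100 nM tunicamycin wells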
aDG glyco up: activators of alpha-DG glycosylation, primary screen, uHTS, Pro5-aDG cells, AlphaScreen; activation, % at 10 µM; actives 0.22% (n = 360,000); alpha-DG glycosylation AlphaScreen (IIH6); 0% Pro5, 100% B10-LARGE cell signal;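 active = activation of at least 8% versus controls, or a plate z-score of at least 8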;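 note: Pro5 are CHO cells carrying HIG-tagged alpha-DG that lacks glycosylation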
Exocytosis inh: LAMP-1 surface exposure blockers, TALL-104 cells – cell-based, flow cytometry, MLPCN library, primary screen; TALL-104 LAMP-1 surface exposure; cells stimulated with thapsigargin and PMA; inhibition, % at 10 µM; actives 0.66% (n = 360,000); AID 651702, 2012;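 active = inhibition above about 55%, limit read from the data; inconclusive = no clear call, values can overlap the other calls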
ABHD5 PLIN5 PPI: ABHD5-PLIN5 interaction inhibitors, primary screen, cell lysate, split luciferase complementation, luminescence; actives 0.78% (n = 360,000); Split G. princeps luciferase complementation, 4 h; AID 602281, 2012; inhibition, % at 4 µM;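 active = inhibition above the mean inhibition across every tested compound plus 3 SD, cut at about 22% in these data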;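 note: 0% = DMSO only wells and the 100% control is not disclosed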
TLR9-MyD88 inh: inhibitors of TLR9-MyD88 association in cells, primary screen, cell-based, CHO, BLA complementation, fluorescence. inhibition, % at 4.98 µM. Toll-like receptor 9 (Homo sapiens) + Myeloid differentiation primary response protein …. actives 0.21% (n = 340,000). CCF4 FRET ratio;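 active = inhibition above the mean over all tested compounds plus 3 SD, cut at about 21% in these data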;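 note: 0% = DMSO only wells and 100% = clavulanate BLA inhibitor control wells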
MC4R antag cAMP: MC4R antagonists of cAMP signaling, primary screen, cell-based, TR-FRET, antagonist arm of biased-ligand search; Melanocortin receptor 4 (Homo sapiens), P32245; MC4R-expressing cells, MTII-stimulated cAMP, LANCE TR-FRET; inhibition, % at 6.5 µM; actives 0.48% (n = 360,000);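 active = inhibition above its plate's cutoff, the mean of tested wells on that plate plus 3 SD, cut at about 29% in these data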;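 note: 0% = Melanotan II alone and 100% = Melanotan II plus saturating MCL0020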
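Material: human MC4R-expressing U2OS cells. Probe or stimulus: Melanotan II challenge. Dosing: 6.5 µM single dose. Times: 30-min compound, 1-h challenge, 1-h detection, room temperature. Technique: TR-FRET with Eu-cAMP and labeled anti-cAMP, 671 nm. Replication: singlicate.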
MC4R barr agon: MC4R agonists recruiting beta-arrestin, primary screen, cell-based, luminescence, agonist arm of biased-ligand search; actives 0.98% (n = 360,000); U2OS MC4R beta-arrestin complementation; percent of melanotan II response, DMSO zero; Melanocortin receptor 4 (Homo sapiens), P32245; AID 540308, 2011; activation, % at 8.9 µM;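 active = activation above a per-plate cutoff, the mean activation of sample wells on that plate plus 3 SD, cut at about 8% in these data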
Vif imaging: HIV Vif self-association inhibitors, primary screen, imaging, HEK293T, single point | HEK293T cells, Vif self-association by quenched fluorescence, 24 h | inhibition, % at 7.49 µM | actives 0.35% (n = 340,000); in the data active = inhibition above about 50%, passing the limit was not always enough; inconclusive = no clear call, values can overlap the other calls; inactive = below about 31%; note: some results filed as inactive read as strong as hits
NOD2-RIPK2 inh: NOD2-RIPK2 binding disruptors in cells, primary screen, fluorescence, CHO cells, BLA complementation; actives 0.38% (n = 360,000); CCF4 ratio; AID 624267, 2012; Receptor-interacting serine/threonine-protein kinase 2 (Homo sapiens), O43353; inhibition, % at 4.98 µM; in the data active = inhibition above about 21%;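 note: 0% = vehicle only and 100% = reference blocker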
ABCB6 inh MLPCN: ABCB6 transporter inhibitors, primary screen, K562-ABCB6 cells, flow cytometry, MLPCN library. ATP-binding cassette sub-family B member 6 (Homo sapiens), Q9NP58. K562-ABCB6 porphyrin accumulation, 1 h; active compounds read low. fluorescence ratio to DMSO, % at 10 µM. actives 0.19% (n = 360,000). AID 602162, 2011;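 active = fluorescence ratio to DMSO below 75%, the collection mean minus 3 SD; inconclusive = too few cells collected in the well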;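 note: signal is porphyrin accumulated inside mitochondria; 100% equals median channel fluorescence of DMSO control wells; lower ratio means ABCB6 inhibition with less porphyrin fluorescence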
Target sequence (Q9NP58 whole entry, looked up): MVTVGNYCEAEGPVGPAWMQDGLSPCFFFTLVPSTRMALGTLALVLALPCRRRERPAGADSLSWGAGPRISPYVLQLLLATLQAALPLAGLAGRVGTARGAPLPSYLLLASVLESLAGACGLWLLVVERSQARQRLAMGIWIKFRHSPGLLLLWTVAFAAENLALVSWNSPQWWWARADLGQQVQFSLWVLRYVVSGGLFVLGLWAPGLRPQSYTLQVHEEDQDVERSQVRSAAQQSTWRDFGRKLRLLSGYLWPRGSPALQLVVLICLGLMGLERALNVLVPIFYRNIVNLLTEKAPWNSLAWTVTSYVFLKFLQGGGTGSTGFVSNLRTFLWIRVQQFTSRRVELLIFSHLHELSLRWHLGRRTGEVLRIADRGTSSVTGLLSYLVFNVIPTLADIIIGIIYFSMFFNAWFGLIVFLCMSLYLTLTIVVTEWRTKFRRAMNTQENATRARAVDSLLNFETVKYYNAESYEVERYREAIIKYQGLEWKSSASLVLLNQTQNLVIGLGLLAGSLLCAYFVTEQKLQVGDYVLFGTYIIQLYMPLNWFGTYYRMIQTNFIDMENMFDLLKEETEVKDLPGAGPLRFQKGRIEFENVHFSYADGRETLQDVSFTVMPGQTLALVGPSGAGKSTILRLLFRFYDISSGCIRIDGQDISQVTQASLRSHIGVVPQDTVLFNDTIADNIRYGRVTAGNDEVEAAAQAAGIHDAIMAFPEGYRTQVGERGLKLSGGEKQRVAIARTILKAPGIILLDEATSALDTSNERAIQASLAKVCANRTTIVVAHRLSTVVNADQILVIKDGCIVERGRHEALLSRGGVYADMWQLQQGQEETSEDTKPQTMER
* marks the source's active call; other numbers are inactive results. A portion of the library. The share of hits here may be higher or lower than overall.

Screening O=C(CN1C(=O)NC2(CCOc3ccccc32)C1=O)NCc1ccc(F)cc1 (stereo unspecified) returned N-glyco inh 3, aDG glyco up -0.2, Exocytosis inh 2, ABHD5 PLIN5 PPI 8, TLR9-MyD88 inh 3, MC4R antag cAMP 1, MC4R barr agon -0.4, Vif imaging -2, NOD2-RIPK2 inh 1 and ABCB6 inh MLPCN 106.
Screening Cc1noc(C)c1-c1ccc(C(=O)NC2CCCCC2)c2occc12 returned N-glyco inh 11, aDG glyco up -0.1, Exocytosis inh -9, ABHD5 PLIN5 PPI -5, MC4R antag cAMP 8, MC4R barr agon -0.6, Vif imaging 10, NOD2-RIPK2 inh -5 and ABCB6 inh MLPCN 103.
Cc1nn(-c2ccccc2)c(C)c1/C=N\NS(=O)(=O)c1ccc(Cl)cc1 was read as N-glyco inh -1, aDG glyco up 0.2, Exocytosis inh -1, ABHD5 PLIN5 PPI -4, TLR9-MyD88 inh -7, MC4R antag cAMP 4, MC4R barr agon 0.4, Vif imaging -7, NOD2-RIPK2 inh -7 and ABCB6 inh MLPCN 96.
`CCOc1ccc(NC(=O)c2ccccc2SC)cc1` gave N-glyco inh -1, aDG glyco up 0.1, Exocytosis inh -2, ABHD5 PLIN5 PPI -4, TLR9-MyD88 inh 9, MC4R antag cAMP -1, MC4R barr agon -2.2, Vif imaging 8, NOD2-RIPK2 inh -4 and ABCB6 inh MLPCN 94.
Screening C/C(=N\NC(=O)OC(C)(C)C)c1cccc([N+](=O)[O-])c1 returned N-glyco inh 1, aDG glyco up -0.2, Exocytosis inh -13, ABHD5 PLIN5 PPI 0, TLR9-MyD88 inh -6, MC4R antag cAMP 2, MC4R barr agon -1.7, Vif imaging -2, NOD2-RIPK2 inh -2 and ABCB6 inh MLPCN 107.
Screening Cc1ccc(S(=O)(=O)N2[C@@H](CO)CO[C@H]2CC(=O)c2cccs2)cc1 returned aDG glyco up -0.3, Exocytosis inh -8, ABHD5 PLIN5 PPI 2 and NOD2-RIPK2 inh -1.
CCNC(=O)NC(=O)CSc1nnc(-c2c[nH]c3ccccc23)o1 was read as N-glyco inh 2, aDG glyco up 0.2, Exocytosis inh -4, ABHD5 PLIN5 PPI 4, TLR9-MyD88 inh -1, MC4R antag cAMP -2, MC4R barr agon -0.3, Vif imaging -8, NOD2-RIPK2 inh -19 and ABCB6 inh MLPCN 101.
For COc1ccc(CC(=O)Nc2cc(C)c3c(=O)oc4ccccc4c3n2)cc1 the results were N-glyco inh 3, aDG glyco up 0.0, Exocytosis inh -2, ABHD5 PLIN5 PPI 3, TLR9-MyD88 inh 2, MC4R antag cAMP 1, MC4R barr agon 1.1, Vif imaging 5, NOD2-RIPK2 inh -9 and ABCB6 inh MLPCN 93.
Screening O=C(Nc1nnc(SCc2ccc(Cl)cc2)s1)C1CC(=O)N(Cc2ccccc2)C1 (stereo unspecified) returned N-glyco inh 1, aDG glyco up 0.1, Exocytosis inh -4, ABHD5 PLIN5 PPI -1, TLR9-MyD88 inh -7, MC4R antag cAMP 8, MC4R barr agon 1.1, Vif imaging -9, NOD2-RIPK2 inh -11 and ABCB6 inh MLPCN 101.
`COc1ccc(Cc2nnc(NC(=O)C3CCN(C(=O)c4ccco4)CC3)s2)cc1` gave N-glyco inh -1, aDG glyco up 0.1, Exocytosis inh 57*, ABHD5 PLIN5 PPI 3, TLR9-MyD88 inh 9, MC4R antag cAMP 8, MC4R barr agon -1.3, Vif imaging -16, NOD2-RIPK2 inh 5 and ABCB6 inh MLPCN 89.
For CCN(CC)S(=O)(=O)c1ccc(S(=O)(=O)Nc2cc3c(cc2C(C)=O)OCO3)cc1 the results were N-glyco inh -1, aDG glyco up 0.4, Exocytosis inh 6, ABHD5 PLIN5 PPI -7, TLR9-MyD88 inh -4, MC4R antag cAMP 1, MC4R barr agon -1.1, Vif imaging -6, NOD2-RIPK2 inh 7 and ABCB6 inh MLPCN 88.
Screening CCN(CC)S(=O)(=O)c1ccc2[nH]cc(C(=O)NCCN3CCCCC3C)c(=O)c2c1 (stereo unspecified) returned N-glyco inh 2, aDG glyco up -0.1, Exocytosis inh -2, ABHD5 PLIN5 PPI 8, TLR9-MyD88 inh 5, MC4R antag cAMP -5, MC4R barr agon 0.6, Vif imaging 1, NOD2-RIPK2 inh 11 and ABCB6 inh MLPCN 103.
CCOC(=O)C(=O)N(C)c1c(CC)nc2c(OCc3ccccc3)cccn12 was read as N-glyco inh 1, aDG glyco up -0.4, Exocytosis inh -3, ABHD5 PLIN5 PPI -3, MC4R antag cAMP -2, MC4R barr agon -1.5, Vif imaging 2, NOD2-RIPK2 inh -9 and ABCB6 inh MLPCN inconclusive.
`CC(C)C(=O)Nc1nc(-c2ccccc2)ns1` gave N-glyco inh 1, aDG glyco up 0.1, Exocytosis inh -3, ABHD5 PLIN5 PPI 0, TLR9-MyD88 inh 4, MC4R antag cAMP -6, MC4R barr agon -0.1, Vif imaging -13, NOD2-RIPK2 inh 4 and ABCB6 inh MLPCN 98.
For Cc1cc(C(=O)N/N=C/c2ccc(O)c(O)c2O)c(C)n1-c1ccccc1 the results were N-glyco inh -8, aDG glyco up 0.7, Exocytosis inh -4, ABHD5 PLIN5 PPI -6, TLR9-MyD88 inh 2, MC4R antag cAMP 14, MC4R barr agon -0.4, Vif imaging 19, NOD2-RIPK2 inh -4 and ABCB6 inh MLPCN 111.
COc1ccc(NC(=O)CSc2n[nH]c(=O)n2C2CC2)cc1Cl was read as N-glyco inh 1, aDG glyco up 0.0, Exocytosis inh -4, ABHD5 PLIN5 PPI 11, TLR9-MyD88 inh -3, MC4R antag cAMP 2, MC4R barr agon 0.5, Vif imaging -16, NOD2-RIPK2 inh -8 and ABCB6 inh MLPCN 103.
Screening CCn1cc(S(=O)(=O)Nc2cc(C(=O)OC)ccc2C)cn1 returned N-glyco inh 5, aDG glyco up -0.1, Exocytosis inh -2, ABHD5 PLIN5 PPI 1, TLR9-MyD88 inh -12, MC4R antag cAMP 0, MC4R barr agon -2.4, Vif imaging 3, NOD2-RIPK2 inh -3 and ABCB6 inh MLPCN 97.
`CCOc1cc2c(C)cc(=O)oc2cc1Cl` gave N-glyco inh 0, aDG glyco up 0.1, Exocytosis inh 1, ABHD5 PLIN5 PPI -3, TLR9-MyD88 inh -7, MC4R antag cAMP 2, MC4R barr agon -1.1, Vif imaging 1, NOD2-RIPK2 inh -15 and ABCB6 inh MLPCN 98.
Screening S=c1[nH]nc(-c2cccs2)n1/N=C/c1c(Cl)cccc1Cl returned N-glyco inh 1, aDG glyco up 0.0, Exocytosis inh 2, ABHD5 PLIN5 PPI -3, TLR9-MyD88 inh -23, MC4R antag cAMP 24, MC4R barr agon 0.5, Vif imaging 2, NOD2-RIPK2 inh -9 and ABCB6 inh MLPCN 94.
`CC(C)CN(C#N)c1nc(N2CCOCC2)nc(N2CCOCC2)n1` gave N-glyco inh 1, aDG glyco up -0.1, Exocytosis inh -1, ABHD5 PLIN5 PPI 2, TLR9-MyD88 inh 5, MC4R antag cAMP 2, MC4R barr agon -0.2, Vif imaging 2, NOD2-RIPK2 inh -9 and ABCB6 inh MLPCN 100.
For CCOC(=O)C1CCN(CCCSc2ccccc2)CC1 the results were N-glyco inh 5, aDG glyco up 0.1, Exocytosis inh 18, ABHD5 PLIN5 PPI 2, TLR9-MyD88 inh 3, MC4R antag cAMP 0, MC4R barr agon -2.3, Vif imaging 8, NOD2-RIPK2 inh 5 and ABCB6 inh MLPCN 99.
`COc1ccc(-c2cn(-c3ccc(C)cc3C)c(=S)[nH]2)cc1OC` gave N-glyco inh 2, aDG glyco up 0.1, Exocytosis inh 2, ABHD5 PLIN5 PPI -8, TLR9-MyD88 inh -1, MC4R antag cAMP -4, MC4R barr agon -0.8, Vif imaging -14, NOD2-RIPK2 inh -2 and ABCB6 inh MLPCN 86.
Screening CCN(CC)C(=O)C1=C(C)N(CCCOC)C(=O)C(CC(=O)NCC2CCCCC2)C1 (stereo unspecified) returned N-glyco inh 0, aDG glyco up 0.0, Exocytosis inh -1, ABHD5 PLIN5 PPI -3, TLR9-MyD88 inh 8, MC4R antag cAMP 0, MC4R barr agon 1.4, Vif imaging -1, NOD2-RIPK2 inh -5 and ABCB6 inh MLPCN 95.
O=C1NC[C@H](c2ccccc2)N(CCC23CC4CC(CC(C4)C2)C3)C1=O was read as N-glyco inh 2, aDG glyco up 0.3, Exocytosis inh -7, ABHD5 PLIN5 PPI -37, TLR9-MyD88 inh 0, MC4R antag cAMP -2, MC4R barr agon -0.4, Vif imaging -1, NOD2-RIPK2 inh -4 and ABCB6 inh MLPCN 100.
`N#C/C(=C\Nc1ccc(Cl)cn1)S(=O)(=O)c1ccccn1` gave N-glyco inh 0, aDG glyco up -0.1, Exocytosis inh -5, ABHD5 PLIN5 PPI 3, TLR9-MyD88 inh 4, MC4R antag cAMP 9, MC4R barr agon -0.9, Vif imaging 22, NOD2-RIPK2 inh 5 and ABCB6 inh MLPCN 97.
Screening Cc1cc(C)cc(NC(=S)N2CCN(S(=O)(=O)c3ccccc3)CC2)c1 returned N-glyco inh 0, aDG glyco up -0.1, Exocytosis inh -1, ABHD5 PLIN5 PPI 1, TLR9-MyD88 inh -13, MC4R antag cAMP 10, MC4R barr agon -1.8, Vif imaging 19, NOD2-RIPK2 inh 5 and ABCB6 inh MLPCN 100.

Compounds above that contain a thiophene ring, fused or not, in the order listed:
Screening Cc1ccc(S(=O)(=O)N2[C@@H](CO)CO[C@H]2CC(=O)c2cccs2)cc1 returned aDG glyco up -0.3, Exocytosis inh -8, ABHD5 PLIN5 PPI 2 and NOD2-RIPK2 inh -1.
Screening S=c1[nH]nc(-c2cccs2)n1/N=C/c1c(Cl)cccc1Cl returned N-glyco inh 1, aDG glyco up 0.0, Exocytosis inh 2, ABHD5 PLIN5 PPI -3, TLR9-MyD88 inh -23, MC4R antag cAMP 24, MC4R barr agon 0.5, Vif imaging 2, NOD2-RIPK2 inh -9 and ABCB6 inh MLPCN 94.

Compound activity from PubChem BioAssay.
